Scp-1 inhibitor – inhibitors of human Scp-1 phosphatase; Recombinant Scp1, phosphopeptide, malachite green phosphate absorbance; inhibition, % at 20 µM; hit rate 0.88% among 340,000;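 active = inhibition above about 50% at 20 µM, limit read from the data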;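 note: plate controls were DMSO wells with enzyme for no effect and wells lacking enzyme for full effect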
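Material – SCP-1 phosphatase catalytic domain, residues 76-261 · Buffer or medium – Acidic Tris acetate buffer with magnesium and detergent · Also added – Phospho 17-mer peptide substrate · Compound – single 20 µM dose, 1% DMSO · Times – 45 min room-temperature reaction, 5 min colour, 30 min stabiliser · Technique – Phosphate-binding colour reagent, absorbance read at 630 nm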
LMPTP block – blocks human LMPTP phosphatase; hit rate 0.22% among 360,000; recombinant LMPTP-A, OMFP fluorogenic substrate, fluorescence intensity; inhibition, % at 20 µM; P24666;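 active = compounds that cut the enzyme signal by at least half of the control window in the single-dose screen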;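 note: plate controls were DMSO wells with enzyme plus substrate for no effect and substrate without enzyme for full effect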
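test system = LMPTP-A | amount = 0.625 nM LMPTP-A final | reagent = fluorogenic phosphatase substrate OMFP at 400 µM final | incubation = 50 min at room temperature | benchmarks = no-enzyme low control, uninhibited high control | medium = Bis-Tris pH 6.0, DTT, detergent | signal = fluorescence intensity of OMFP turnover product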
MLLE-PAM2 inh – blocks PAM2 peptide binding to the PABP1 MLLE domain; hit rate 0.36% among 360,000; GST-MLLE / FITC-PAM2 fluorescence polarization; inhibition, % at 20 µM; AID 588489; in the data active = inhibition above about 35%, passing the limit was not always enough;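 note: plate controls were DMSO wells with GST-MLLE for no effect and wells lacking GST-MLLE protein for full effect; some results filed as inactive read as strong as hits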
CSN inh – inhibitors of human CSN-mediated cullin deneddylation; hit rate 0.38% among 360,000; inhibition, % at 12.5 µM; Purified CSN, SCF-Nedd8-OG deneddylation, fluorescence polarization; Q92905;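 active = pattern-corrected inhibition above about 35%, with an unprinted fluorescence ratio check between 0.5 and 1.5, limit read from the data, passing the limit was not always enough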;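 note: 0% = enzyme with substrate and 100% = substrate without enzyme; some results filed as inactive read as strong as hits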
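Material: purified human Csn5 enzyme expressed in HEK293T cells / Medium: Tris buffer pH 7.5, NaCl, DTT, Tween-20, trehalose, ovalbumin / Compound dosing: 12.5 µM single point / Schedule: 90 min incubation of compound, enzyme and substrate at room temperature / Signal: fluorescence polarization of the substrate / Control set: no-enzyme wells high, enzyme-with-substrate wells low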
SUMO1-SIM PPI – SUMO1-SIM interaction modulation | P63165 | SUMO1 binding to a labelled peptide, TR-FRET, 1 h | inhibition, % at 20 µM | hit rate 0.33% among 360,000 | AID 602429; in the data active = inhibition above about 37%
Rpn11 inh – Rpn11 (human) deubiquitinase inhibition; O00487; calls only at 20 µM; hit rate 0.59% among 360,000; human 26S proteasome, Ub4-pepOG fluorescence polarization; 20S core pre-blocked with epoxomicin; AID 588493;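 active = inhibition at 20 µM, scaled to each plate's controls, above about 33%, limit read from the data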
STEP inh – inhibitors of human striatal-enriched phosphatase STEP. recombinant STEP, OMFP fluorogenic substrate, fluorescence. inhibition, % at 20 µM. hit rate 0.25% among 360,000. AID 588621;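 active = inhibition at 20 µM, scaled per plate between control wells, above about 37%, limit read from the data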;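 note: 0% = DMSO with enzyme and substrate and 100% = substrate only without enzyme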
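Material: STEP (striatal-enriched tyrosine phosphatase) enzyme, cell-free | Medium: 50 mM Bis-Tris pH 6.0 with 2.5 mM DTT and 0.005% Tween 20 | Read-out: Percent inhibition scaled to no-enzyme and uninhibited-enzyme controls, plate-pattern corrected | Signal: Fluorescence read at 480 nm ex / 540 nm em | Times: 20 min reaction, room temperature, in the dark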
Tb MetRS inh – blocks T. brucei methionyl-tRNA synthetase activity; hit rate 0.4% among 360,000; inhibition, % at 11.9 µM; purified T. brucei MetRS, ATP depletion, Kinase-Glo luminescence;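 active = inhibition above a per-plate cutoff of the control wells' mean inhibition plus 3 SD, cut at about 5.5% in these data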;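 note: 0% = DMSO wells median and 100% = median of wells with control inhibitor compound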
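Material – parasite MetRS enzyme · Medium – HEPES-MgCl2-KCl buffer plus DTT, spermine, BSA, pyrophosphatase · Reagent – ATP, methionine and E. coli bulk tRNA substrates · Times – 15 min enzyme-compound preincubation, 2 h reaction, 10 min detection, 25 °C · Measured by – luminescence of leftover ATP · Evaluation – percent inhibition relative to median high and low control wells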
DNMT1 inh – DNMT1 (human) enzyme inhibition; P26358; AID 588458; inhibition (reported as % activation of signal), % at 10 µM; hit rate 0.83% among 360,000; DNMT1 molecular beacon, Hinp1I cleavage, fluorescence; in the data active = inhibition above about 50%
Target sequence (P26358 504-1616 limits assumed): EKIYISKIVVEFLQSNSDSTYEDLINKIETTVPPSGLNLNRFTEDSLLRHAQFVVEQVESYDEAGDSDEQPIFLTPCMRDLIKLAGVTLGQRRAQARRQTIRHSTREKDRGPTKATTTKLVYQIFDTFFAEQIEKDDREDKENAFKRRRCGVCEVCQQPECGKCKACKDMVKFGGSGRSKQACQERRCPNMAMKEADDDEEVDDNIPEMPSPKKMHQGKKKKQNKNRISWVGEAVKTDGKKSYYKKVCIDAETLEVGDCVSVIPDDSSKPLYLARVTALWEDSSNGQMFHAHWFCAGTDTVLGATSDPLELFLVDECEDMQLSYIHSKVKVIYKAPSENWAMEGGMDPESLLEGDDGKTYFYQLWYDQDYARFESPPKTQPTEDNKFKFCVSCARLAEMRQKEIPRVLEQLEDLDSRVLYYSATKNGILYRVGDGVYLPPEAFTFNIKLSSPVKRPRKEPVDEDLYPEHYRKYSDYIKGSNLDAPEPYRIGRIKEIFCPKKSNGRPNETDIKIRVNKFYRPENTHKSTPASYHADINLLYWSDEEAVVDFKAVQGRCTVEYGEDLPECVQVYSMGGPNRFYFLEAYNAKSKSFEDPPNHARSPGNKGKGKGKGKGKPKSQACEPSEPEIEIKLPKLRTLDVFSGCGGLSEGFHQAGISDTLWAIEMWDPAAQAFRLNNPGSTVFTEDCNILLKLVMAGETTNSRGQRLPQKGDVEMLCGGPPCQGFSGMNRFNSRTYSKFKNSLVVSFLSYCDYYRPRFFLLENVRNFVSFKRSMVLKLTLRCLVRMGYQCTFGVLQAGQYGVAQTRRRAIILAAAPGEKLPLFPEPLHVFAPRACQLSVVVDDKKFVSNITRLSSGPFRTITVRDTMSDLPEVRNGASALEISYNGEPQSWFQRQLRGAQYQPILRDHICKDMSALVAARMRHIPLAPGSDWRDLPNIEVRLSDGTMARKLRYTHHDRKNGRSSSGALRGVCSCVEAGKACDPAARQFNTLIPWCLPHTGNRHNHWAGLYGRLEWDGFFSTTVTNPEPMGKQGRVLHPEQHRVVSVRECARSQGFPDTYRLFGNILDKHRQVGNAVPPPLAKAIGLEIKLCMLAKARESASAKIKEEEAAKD
NadD block – blocks S. aureus nicotinate mononucleotide adenylyltransferase | purified NadD enzyme, colorimetric absorbance read-out | hit rate 0.78% among 360,000 | inhibition, % at 20 µM; in the data active = inhibition above about 26%; note: some compounds past the cut are filed as inactive
The depositor's hits bear a star; i = inactive; . = not tested or not shown.

SMILES	Scp-1 inhibitor	LMPTP block	MLLE-PAM2 inh	CSN inh	SUMO1-SIM PPI	Rpn11 inh	STEP inh	Tb MetRS inh	DNMT1 inh	NadD block
CCCC1Cc2c(sc3nc(SC)nc(N)c23)CO1 (stereo not drawn)	-3	-0.7	3	0	4	i	-1	0.1	1	-4
CN(C(=O)CSc1n[nH]c(-c2cccs2)n1)C1CCS(=O)(=O)C1 (stereo not drawn)	-1	-0.5	-7	1	-8	i	-2	-0.3	1	-3
CCN(CC)C1CCN(C(=O)c2ccc(OC3CCN(Cc4ccccn4)CC3)cc2)C1 (stereo not drawn)	1	1.4	4	-2	4	i	-1	-0.4	1	-3
COc1ccc(N2CCN(S(=O)(=O)c3cnc[nH]3)CC2)cc1	9	-1.1	5	2	0	i	-5	0.4	1	-5
COC(=O)CN1C2=NCCCN2c2ccccc21	-6	-0.5	2	3	0	i	2	-0.5	-2	10
Cc1cc(C)cc(NC(=O)CSc2nc3[nH]ncc3c(=O)[nH]2)c1	-5	-0.2	-1	-1	3	i	1	0.6	-1	1
COc1cc(C(=O)NCc2ccco2)cc(OC)c1OC	1	-1.7	-34	7	0	.	-2	-0.1	0	-1
CC(=O)Nc1ccc(C(C)=NNC(=O)C2CCCC2)cc1	.	-1.8	1	2	0	i	1	0.3	-2	-2
Cc1ccc(C2=[N+]([O-])C(C)N(O)C2(C)C)o1 (stereo not drawn)	-13	-0.4	3	1	-3	i	-4	-0.2	10	-2
Cc1cc(S(=O)(=O)N2c3ccc(F)cc3CCC2C)ccc1-n1cnnn1 (stereo not drawn)	-3	-1.3	-1	-3	5	i	1	-0.2	-5	-6
Nc1ccnn1Cc1ccncc1	-21	-2.1	12	-9	2	i	-4	-0.5	3	-8
CCCCCN(C(=O)CCC(=O)OCC(=O)NCc1cccc(OC)c1)c1c(N)n(CCCC)c(=O)[nH]c1=O	-11	-0.3	-12	-2	0	i	0	-0.4	-1	3
CC1(C)CC(N=Cc2c(O)n(Cc3ccc4c(c3)OCO4)c(=O)c3ccccc23)CC(C)(C)N1	-3	0.1	10	4	-9	i	2	0.0	-7	-13
O=C(C[N+]1(CC#Cc2ccccc2)CCCCC1)c1ccc(Cl)cc1	8	0.1	-13	5	-4	i	1	-0.4	-3	-2
COC(=O)c1ccccc1NC(=O)Cn1cnc2cc(C)c(C)cc21	-5	2.3	-6	-3	1	i	-1	-1.5	2	6
COc1ccc(NC(=O)c2cc3c(CO)cnc(C)c3oc2=Nc2cccc(F)c2)c(OC)c1	-10	0.0	13	3	-12	i	0	-0.5	-12	-6
CC(Sc1nnc(N)s1)C(=O)Nc1ccc(N2CCOCC2)cc1 (stereo not drawn)	-7	0.2	-16	2	1	i	-12	-0.7	-16	-2
C=CCn1c(SCC(=O)NC23CC4CC(CC(C4)C2)C3)nc(O)cc1=O	3	-0.1	5	2	6	i	-4	0.1	0	-1
CCCCNC(=O)N(O)C1N(/N=C/c2cccnc2)C(=S)SC1(C)C (stereo not drawn)	-4	-0.8	5	0	0	i	0	0.4	4	-1
Cc1cc(C)c(O)c(-c2cc(C(=O)NCCc3ccc(S(N)(=O)=O)cc3)[nH]n2)c1	-16	0.7	-10	-2	-9	i	-1	5.7*	-2	-7
CCn1c(-c2ccoc2C)n[nH]c1=S	-1	-1.0	8	-3	0	i	-2	0.6	1	0
COC(=O)c1sccc1NC(=S)Nc1cccc(F)c1	-9	0.5	9	-3	6	i	3	-0.2	4	-2
Cc1nc(-c2ccc(F)cc2)c(CC(=O)N2CCN(S(=O)(=O)c3cccc(Cl)c3)CC2)s1	-5	-0.1	-2	2	-3	i	-2	-0.3	1	-2
CSc1ccc(C#N)cc1NC(=O)c1ccc(Cl)cc1	-6	-1.1	4	7	-1	i	-10	0.1	-1	-6
COc1cc(/C=N/NC(=O)CC2(C)OCCCO2)ccc1OCc1ccccc1	-3	-0.9	-7	-5	-15	i	0	-0.8	-7	-4
COc1ccc(/C(=N/Nc2ncnc3ccccc23)C(=O)O)cc1	2	3.0	-8	1	-2	i	3	0.3	1	-3
CCOC(=O)c1c(NC(=S)Nc2cccnc2)sc(C)c1C	0	2.1	16	7	1	i	1	0.8	-3	4
COc1cc(OC)c(OC)cc1CN1CCN(C(=O)CC(C)C)CC1	2	0.3	-10	0	-3	i	0	1.0	0	3
COc1ccccc1NC(=O)c1nn(C)cc1Br	-10	-0.7	-3	-7	1	i	0	-1.9	-3	-7
O=C(Nc1nc(-c2cccs2)c(-c2cccs2)s1)C1CCCC1	-12	0.7	25	3	-9	i	-2	0.0	-18	3
CCCOc1ccc(C(=O)NNC(=S)NC(C)=O)cc1	-10	1.2	-4	1	-3	i	-5	-0.2	2	3
CC(C1CC1)N(Cc1ccccc1)C(=O)NC(=O)c1ccccc1 (stereo not drawn)	-14	-3.0	12	1	1	i	-3	-0.1	-1	-1
Cc1ccc(N=Nc2c(C)[nH]n(C(N)=S)c2=O)cc1	-3	2.8	14	-12	-26	i	2	0.0	-1	6
COCCCNC(=O)c1cn(CCOC)c(=O)c2c1c1ccccc1n2C	-10	-1.0	7	-3	1	i	-3	-0.3	1	-3
CC(C)NC(=O)c1ccccc1N(Cc1ccccc1)S(C)(=O)=O	-12	-0.9	0	3	-1	i	-3	-0.2	0	-7
O=C(COC(=O)CCc1ccc(S(=O)(=O)N2CCOCC2)cc1)NCc1ccccc1	-2	-0.4	-5	0	-1	i	1	-0.6	1	-9
CCOc1ccc(S(=O)(=O)N2CCN(C(=O)c3cc(-c4ccccc4)nn3-c3ccccc3)CC2)cc1	4	5.7	-29	-7	2	i	6	-0.5	-3	10
O=C(CN1CCN(S(=O)(=O)c2ccc(Cl)cc2)CC1)c1ccc(O)c(O)c1	7	59*	6	6	-1	i	2	0.3	3	3
Cc1ccc(CSCCNC(=O)c2ccccc2)cc1	-7	-0.8	17	-7	3	i	-3	-0.1	10	-5
CC(C)c1ccc(C(=O)NNC(=O)c2n[nH]c(=O)c3ccccc23)cc1	-5	-1.2	-55	-1	-9	i	-2	0.0	3	8
CCCN1CCc2c(sc(NC(=O)CCS(=O)(=O)c3ccccc3)c2C(=O)OC)C1	-5	17	-14	7	-13	i	-1	-0.4	-4	-6
COC(=O)c1ccsc1NC(=O)CN1CCN(c2ncccn2)CC1	4	-1.8	-3	1	3	i	-1	-1.1	1	-5
COc1ccccc1Nc1nc(NCc2ccco2)c2ccccc2n1	3	26	8	112	6	i	1	-0.1	1	-8
O=C(O/N=C1\CCCCC1c1ccc([N+](=O)[O-])cc1[N+](=O)[O-])c1c(F)cccc1F (stereo not drawn)	-15	1.9	34	-3	-21	i	2	0.8	-19	3
O=C(NCc1ccco1)c1csc2c1CCCCC2	-3	0.0	5	3	-5	i	-1	-0.4	4	-4
CC(=O)c1ccc(NC(=O)CSc2nccn2C)cc1	-8	-0.5	-1	0	3	i	2	0.1	0	3
CC1CC(C)CN(CCCNC(=O)C2CCN(S(=O)(=O)N3CCCCC3)CC2)C1 (stereo not drawn)	0	-0.3	0	-4	0	i	0	-0.5	2	0
CC1=NN(c2ccc(C(=O)O)cc2)C(=O)/C1=C/c1ccc(-c2ccccc2F)o1	.	-0.1	33	6	12	i	5	-0.3	9	16
Cc1ccc(C(=O)/C=C/c2ccc(Br)cc2)o1	-2	-0.7	-10	10	-6	i	3	0.1	14	-9
Cc1ccc(NC(=O)c2ncn(CCCN3CCN(Cc4cccc5ccccc45)CC3)n2)cc1C	12	-1.7	4	1	24	i	5	-0.3	-11	6

Three structures from above, sorted by molar mass, falling:
SMILES	Scp-1 inhibitor	LMPTP block	MLLE-PAM2 inh	CSN inh	SUMO1-SIM PPI	Rpn11 inh	STEP inh	Tb MetRS inh	DNMT1 inh	NadD block
O=C(COC(=O)CCc1ccc(S(=O)(=O)N2CCOCC2)cc1)NCc1ccccc1	-2	-0.4	-5	0	-1	i	1	-0.6	1	-9
O=C(CN1CCN(S(=O)(=O)c2ccc(Cl)cc2)CC1)c1ccc(O)c(O)c1	7	59*	6	6	-1	i	2	0.3	3	3
C=CCn1c(SCC(=O)NC23CC4CC(CC(C4)C2)C3)nc(O)cc1=O	3	-0.1	5	2	6	i	-4	0.1	0	-1

Continuation:
SMILES	Scp-1 inhibitor	LMPTP block	MLLE-PAM2 inh	CSN inh	SUMO1-SIM PPI	Rpn11 inh	STEP inh	Tb MetRS inh	DNMT1 inh	NadD block
CCOC(=O)[C@]12CCC=C1N(Cc1ccc(Cl)cc1Cl)C(=O)[C@H](CC(=O)NCCCN1CCCC1=O)C2	.	0.0	.	-2	0	.	.	-1.0	.	-6
COc1cccc(-c2c(NC(=O)c3ccco3)oc3ccccc3c2=O)c1	1	-0.7	5	5	1	i	1	-0.7	-3	5
Cc1ccccc1NC(=S)NC(NC(=O)c1ccccc1C)C(Cl)(Cl)Cl (stereo not drawn)	-8	-1.4	15	2	-1	i	0	-0.8	-4	3
CC(C)C12CCC(C(=O)O)C(C1)C(=O)O2 (stereo not drawn)	5	-1.3	-6	-4	-2	i	0	-0.5	1	-5
CCN1CCC(NC(=O)Nc2ccc(F)cc2F)CC1	3	-0.2	-12	1	-2	i	-1	-0.9	-1	-3
CC(=O)N1c2ccc(S(=O)(=O)N3CCC(C(=O)NC(C)c4ccccc4)CC3)cc2CC1C (stereo not drawn)	-7	-0.4	2	-6	0	i	-1	0.8	0	-4
CC1CCCC(NC(=O)c2ccc(CNc3c(N4CCCC4)c(=O)c3=O)cc2)C1C (stereo not drawn)	0	-0.4	-7	-5	0	i	0	-0.4	-1	-1
Cc1cc(NC(=O)CCC(=O)N(CC(=O)NCC2CCCO2)c2cccc(F)c2)no1 (stereo not drawn)	-5	-0.6	-16	-2	3	i	1	0.6	0	-3
C=CCn1c(SCC(=O)N2N=C(c3ccco3)CC2c2ccco2)nnc1-c1ccncc1 (stereo not drawn)	-6	-1.7	7	-1	-6	i	-4	-0.7	2	3
O=C1C=C(O)c2[nH]c(=O)ccc2C1=O	20	3.4	10	0	14	i	4	0.5	4	8

Assay outcomes (PubChem BioAssay)
